Screens from PubChem.
SRC2 TRFRET art: flags TR-FRET format artefacts in PPARgamma SRC-2 recruitment agonist screen; TR-FRET artefact counter-screen; stronger effect = higher value; TR-FRET ratio at 8 µM; hit rate 0.4% among 200,000; in the data active means TR-FRET ratio above about 2000; further: inactives centre near 1500; reference of the scale not given here
Redox H2O2 prof: compounds producing H2O2 with reducing agent – biochemical, NIH compound library profiling, artefact control for MLSCN library redox annotation, primary screen; activation, % at 10 µM; hit rate 0.03% among 200,000; DTT-dependent redox cycling H2O2, phenol red/HRP absorbance; 100% = 100 µM peroxide control, 0% = buffer;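 active means activation of at least 50% relative to the plate's high and low controls in the primary single-dose screen; inactive means activation below 50%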;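 further: compound incubated with DTT at 0.8 mM final as the reducing agent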
PPARg SRC3 recr: agonists of human PPARgamma SRC-3 coactivator recruitment. P37231. biochemical PPARgamma/SRC-3 coactivator recruitment assay. activation, % at 8 µM. hit rate 0.26% among 200,000; in the data active means activation above about 23%;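 further: 0% = DMSO and 100% = reference agonist; some compounds past the cut are filed as inactive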
Target sequence (P37231 whole entry, looked up): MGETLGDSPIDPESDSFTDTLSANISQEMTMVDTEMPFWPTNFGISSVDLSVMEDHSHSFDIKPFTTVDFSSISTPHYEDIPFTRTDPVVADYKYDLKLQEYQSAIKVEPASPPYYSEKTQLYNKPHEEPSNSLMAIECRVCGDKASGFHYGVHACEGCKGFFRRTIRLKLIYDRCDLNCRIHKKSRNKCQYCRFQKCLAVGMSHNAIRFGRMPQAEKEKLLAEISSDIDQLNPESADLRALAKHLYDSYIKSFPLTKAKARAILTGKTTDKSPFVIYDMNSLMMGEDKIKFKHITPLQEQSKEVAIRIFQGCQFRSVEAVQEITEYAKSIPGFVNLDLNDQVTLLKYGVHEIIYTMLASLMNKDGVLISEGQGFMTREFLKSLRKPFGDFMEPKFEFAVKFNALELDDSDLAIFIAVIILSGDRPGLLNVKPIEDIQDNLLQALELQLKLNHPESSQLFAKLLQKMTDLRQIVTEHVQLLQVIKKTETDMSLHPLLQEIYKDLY
PPARg SRC-1 ag: PPARgamma-driven SRC-1 recruitment agonism. P37231. PPARgamma-SRC-1 coactivator recruitment biochemical assay. activation, % at 8 µM. hit rate 0.41% among 200,000; in the data active means activation above about 19%;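 further: 0% = DMSO and 100% = reference agonist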
TLR4-MyD88 BLA: inhibitors of human TLR4-MyD88 binding | O00206+Q99836 | HeLa CL3-4 TLR4/MyD88 BLA complementation, FRET ratio | inhibition, % at 8.4 µM | hit rate 0.18% among 200,000 | AID 861; in the data active means inhibition above about 25%;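 further: 0% = vehicle and 100% = reference inhibitor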
bIAP inhibitor: blocks bovine intestinal alkaline phosphatase activity; purified bovine IAP, CDP-star luminescence, 30 min; inhibition, % at 20 µM; 190,000 tested, under 10 active;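 active means over 50% inhibition of intestinal alkaline phosphatase at 20 µM in the single-dose screen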
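System: purified bovine intestinal alkaline phosphatase (IAP) enzyme; Input: IAP diluted 1/65,000,000 in the well; Measured by: CDP-star luminescence signal; Compound dosing: 20 µM single dose; Incubation: 30 min reaction at room temperature.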
L major viab: Leishmania major promastigote growth inhibition; Leishmania major promastigotes, resazurin fluorescence viability; inhibition, % at 10 µM; hit rate 9% among 200,000; AID 1063; in the data active means inhibition above about 50%;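 further: promastigotes grown with compound for 44 hours at 28 °C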
ROMK mod: human ROMK K+ channel modulation, primary screen; Tet-inducible ROMK, thallium flux fluorescence; actives lie on both sides; B-score at 10 µM; hit rate 2% among 130,000; AID 1918;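 active means signal ratio slope over the read window, or its plate-corrected B-score, at least 3 SD from the plate mean, either direction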;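 further: B-score of the F/F0 ratio slope over 7 to 12 s after thallium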
Target sequence (P48048 whole entry, looked up): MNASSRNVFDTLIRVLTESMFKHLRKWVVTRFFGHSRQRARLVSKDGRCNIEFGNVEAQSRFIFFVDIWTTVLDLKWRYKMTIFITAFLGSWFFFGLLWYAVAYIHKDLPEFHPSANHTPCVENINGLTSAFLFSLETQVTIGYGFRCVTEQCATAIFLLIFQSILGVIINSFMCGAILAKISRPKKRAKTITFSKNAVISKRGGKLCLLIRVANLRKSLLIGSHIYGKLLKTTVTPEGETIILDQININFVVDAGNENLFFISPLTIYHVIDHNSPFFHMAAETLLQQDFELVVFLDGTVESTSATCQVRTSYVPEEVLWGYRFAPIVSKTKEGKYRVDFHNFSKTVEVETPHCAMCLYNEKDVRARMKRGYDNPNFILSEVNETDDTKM
S1P3 antag: antagonists of human S1P3 receptor. AID 485. hit rate 0.27% among 170,000. Q99500. inhibition, % at 4.98 µM. CHO S1P3 NFAT-BLA reporter, FRET fluorescence, antagonist mode;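 active means inhibition above the plate cutoff, the mean inhibition of test wells on that plate plus 3 SD, cut at about 28% in these data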;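 further: cells challenged with S1P at its EC80 of 0.8 µM; blue over green emission ratio from cleaved BLA substrate after 4 h stimulation; 0% = S1P-stimulated wells and 100% = unstimulated DMSO-only wells; some compounds past the cut are filed as inactive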
PPARg SRC-2 ag: promotes SRC-2 coactivator recruitment by human PPARgamma. P37231. PPARgamma LBD-SRC-2 recruitment, biochemical. activation, % at 8 µM. hit rate 0.34% among 200,000; in the data active means activation above about 22%;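 further: 0% = vehicle and 100% = reference agonist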
bIAP act: intestinal alkaline phosphatase (bovine) activation; AID 1016; purified bovine IAP, CDP-star luminescence, 30 min; stronger effect = higher value; fold of DMSO-control signal, blank-subtracted; hit rate 0.17% among 200,000; activation factor at 20 µM;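 active means activation factor of 2 or more at 20 µM, a signal rise over negative controls twice the positive control's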
An asterisk follows results filed as active; . = not tested or not shown. The order is random, and some 11% of all compounds hit somewhere here.

SMILES | SRC2 TRFRET art | Redox H2O2 prof | PPARg SRC3 recr | PPARg SRC-1 ag | TLR4-MyD88 BLA | bIAP inhibitor | L major viab | ROMK mod | S1P3 antag | PPARg SRC-2 ag | bIAP act
CCOCCCNC(=O)C(NC(=O)c1cnccn1)c1ccc(C)cc1 (stereo not drawn) | 1397 | 0.1 | 1 | 0 | -2 | 39 | -3 | 0.15 | . | 6 | 0.6
O=c1cc(N2CCC3(CC2)OCCO3)[nH]c(=O)n1C1CCCCC1 | 1431 | -0.7 | 1 | 5 | -5 | -1 | -4 | . | 9 | 5 | 1
Cc1ccc(C2CC2c2n[nH]c(=S)n2-c2ccc(Cl)cc2)cc1 (stereo not drawn) | 1493 | -0.3 | 6 | 9 | -5 | 12 | -3 | 1.3 | . | 12 | 0.9
O=C(O)c1[nH]c2ccccc2c1CC(=O)N1CCN(c2ccccc2)CC1 | 1528 | -1.7 | 1 | 3 | 7 | -32 | 0 | 0.16 | -7 | -1 | 1.3
CCOC(=O)/C(=N\Nc1ccc(OC)cc1)c1csc(Nc2ccccc2)n1 | 1609 | -0.5 | 16 | 2 | 0 | 23 | 1 | . | . | 4 | 0.8
CCCCN(C(=O)Cn1nnc2ccccc21)C(C(=O)NCCOC)c1cccs1 (stereo not drawn) | 1546 | 0.5 | -2 | -1 | 1 | 11 | 2 | 0.84 | . | -10 | 0.9
Cc1nnc(NC(=O)c2sc3nc(-c4cccs4)cc(C(F)(F)F)c3c2N)s1 | 1773 | -4.3 | 22 | 16 | 1 | 4 | -3 | . | . | 11 | 1
CCOCCCNCC(=O)Nc1ccc(S(=O)(=O)NC(C)CC)cc1 (stereo not drawn) | 1498 | -1.4 | 1 | 2 | -2 | -21 | -4 | 0.4 | -4 | 2 | 1.2
CN1C(=O)c2cccc(NC(=O)Cc3ccccc3)c2C1=O | 1487 | 0.3 | -9 | -8 | -4 | 10 | -4 | . | -20 | -9 | 0.9
O=C(Nc1ccc(Br)cc1)c1csc(-c2ccncc2)n1 | 1703 | 0.1 | 1 | 1 | -5 | -4 | 10 | 0.24 | -8 | 3 | 1
Cc1nc(Oc2ccccc2)c2oc3ccccc3c2n1 | 1370 | -0.1 | 0 | -3 | -2 | 6 | 1 | -0.1 | . | 4 | 0.9
CCc1c(C)nc2ncnn2c1Nc1ccc(C)c(C)c1 | 1659 | -0.3 | 9 | 6 | 4 | 10 | 1 | -0.19 | . | 9 | 0.9

Molecules listed so far with an NH in an aromatic ring:
SMILES | SRC2 TRFRET art | Redox H2O2 prof | PPARg SRC3 recr | PPARg SRC-1 ag | TLR4-MyD88 BLA | bIAP inhibitor | L major viab | ROMK mod | S1P3 antag | PPARg SRC-2 ag | bIAP act
O=c1cc(N2CCC3(CC2)OCCO3)[nH]c(=O)n1C1CCCCC1 | 1431 | -0.7 | 1 | 5 | -5 | -1 | -4 | . | 9 | 5 | 1
Cc1ccc(C2CC2c2n[nH]c(=S)n2-c2ccc(Cl)cc2)cc1 (stereo not drawn) | 1493 | -0.3 | 6 | 9 | -5 | 12 | -3 | 1.3 | . | 12 | 0.9
O=C(O)c1[nH]c2ccccc2c1CC(=O)N1CCN(c2ccccc2)CC1 | 1528 | -1.7 | 1 | 3 | 7 | -32 | 0 | 0.16 | -7 | -1 | 1.3

The results go on:
SMILES | SRC2 TRFRET art | Redox H2O2 prof | PPARg SRC3 recr | PPARg SRC-1 ag | TLR4-MyD88 BLA | bIAP inhibitor | L major viab | ROMK mod | S1P3 antag | PPARg SRC-2 ag | bIAP act
Cc1csc2ncc(C(=O)Nc3ccccc3Cl)c(=O)n12 | 1331 | -1.2 | 0 | 1 | 13 | 17 | -6 | . | -40 | 3 | 0.8
COc1ccccc1C1=NC(c2ccc(C)cc2)N=C1C (stereo not drawn) | 1518 | -1.6 | -1 | 5 | -1 | 0 | 10 | -2.7* | -6 | 9 | 1
COc1ccc(C(C)=O)cc1COC(=O)c1cccnc1SC | 1574 | -2.5 | 0 | 0 | -17 | 4 | 3 | -0.084 | -13 | -3 | 1
CCOC(=O)C1CCCN(C(=O)c2ccc3c(c2)NC(=O)C(N2CCOCC2)S3)C1 (stereo not drawn) | 1585 | -0.1 | 4 | -1 | -1 | -4 | -4 | -0.065 | -5 | 4 | 1
O=C(c1ccc(Cl)cc1)N1C2C=CC(C2)C1(C(F)(F)F)C(F)(F)F (stereo not drawn) | 1549 | 1.1 | -1 | -1 | -6 | 2 | 64* | -0.42 | -3 | -3 | 1
COc1ccc(Cl)cc1C(=O)NNC(=S)NC(=O)/C=C/c1ccco1 | 1634 | -0.3 | 0 | -4 | 17 | -18 | 19 | 1.3 | -8 | -2 | 1.2
O=C(NCc1ccco1)/C(=C/c1ccco1)NC(=O)c1ccc(Br)o1 | 1556 | 0.2 | 4 | 0 | 1 | 6 | 41 | 0.98 | -10 | 4 | 0.9
CCCCCCOC(=O)CCc1c(C)nc(N)[nH]c1=O | 1565 | -0.1 | 12 | 5 | 5 | 13 | 0 | -0.42 | . | 16 | 0.9
CCOC(=O)CNC(=O)CSc1nc2cccnc2n1Cc1ccccc1 | 1579 | -3.2 | 0 | 2 | -2 | -9 | -2 | . | -12 | 8 | 1.1
C=CCOn1c(C)c(C(C)=O)c2c3no[n+]([O-])c3ccc21 | 1638 | 1.0 | 17 | 0 | -8 | 8 | -1 | -1.3 | . | 2 | 0.9
CC(C)(C)C(=O)Nc1ncccc1C(O)c1cccc(C(F)(F)F)c1 (stereo not drawn) | 1700 | -1.4 | 2 | 6 | 13 | -11 | 4 | -0.6 | 5 | 7 | 1.1
CCNC(=S)N1CCc2cc(OC)c(OC)cc2C1COc1ccccc1OC (stereo not drawn) | 1608 | -0.9 | -2 | 6 | -14 | -22 | 19 | 0.1 | 9 | -5 | 1.2
CCCCN(Cc1cc2ccccc2[nH]c1=O)S(C)(=O)=O | 1757 | 0.5 | -3 | -2 | 0 | 0 | 10 | 0.15 | -14 | -14 | 1
Cc1cc(NC(=O)C2CC2)ncc1NC(=O)C12CC3CC(CC(C3)C1)C2 | 1511 | -0.1 | -14 | 8 | 3 | 4 | -3 | -0.67 | . | -1 | 1
c1cncc(-c2nc3ccccc3[nH]2)c1 | 1462 | 1.9 | -10 | -6 | 17 | -2 | 2 | . | 15 | 1 | 1
OCCNCCOc1ccccc1F | 1614 | -1.1 | 3 | -1 | -15 | 11 | -6 | . | . | 10 | 0.9
O=C(Oc1ccc2[nH]cc(CCN3C(=O)c4ccccc4C3=O)c2c1)c1ccco1 | 1652 | -1.5 | -2 | 1 | 8 | 14 | -2 | . | 1 | 5 | 0.9
CC(=O)NS(=O)(=O)c1ccc(NC(=O)CC(C)c2ccccc2)cc1 (stereo not drawn) | 1590 | 0.3 | 1 | -3 | 13 | 10 | -2 | 0.011 | 4 | -1 | 0.9
CC(C)CCNC(=O)C1CC(=O)N(C2CCCC2)C1 (stereo not drawn) | 1428 | 0.2 | -3 | 3 | 15 | 8 | -3 | . | . | 1 | 0.9
O=C1C2CCCN2C(c2ccccc2)N1c1nccs1 (stereo not drawn) | 1669 | -3.0 | 13 | 3 | 4 | -29 | -3 | . | -28 | -1 | 1.3
CCOc1nc(NCCN2CCOCC2)nc(Nc2ccc(C)cc2)n1 | 1326 | 2.1 | -10 | -11 | -7 | -2 | 25 | . | . | 1 | 1
N#Cc1ccsc1NC(=O)CN1CCN(c2ccccc2O)CC1 | 1633 | 3.6 | 1 | 1 | 9 | 5 | -4 | . | 5 | 4 | 1
CCn1c(SCC(=O)NCc2ccco2)nnc1-c1ccncc1 | 1649 | -0.8 | -7 | 1 | 1 | -20 | 10 | -0.066 | -11 | -2 | 1.2
Cc1ccc(NC(=O)CNC(=O)c2ccccc2F)cc1Cl | 1536 | 0.3 | 8 | 1 | 12 | 11 | -8 | . | . | -3 | 0.9
S=c1nc(Cc2ccc(Cl)cc2)[nH]c2ccccc12 | 1564 | 0.0 | 2 | 1 | -3 | -2 | -1 | 1.3 | 5 | 4 | 1
O=C(c1ccc(F)cc1)c1cnc(Nc2ccccc2)s1 | 1635 | -1.2 | 0 | -5 | 12 | 10 | 8 | -0.23 | 8 | -4 | 0.9
CC1CCN(c2nc(Cl)nc(Nc3ccc([N+](=O)[O-])cc3)n2)CC1 | 1523 | 1.0 | 0 | -3 | -12 | 31 | 23 | -1.6 | -20 | 3 | 0.7
C[C@H](NC(=O)c1nc[nH]c1C(=O)NC1CCN(C(=O)OC(C)(C)C)CC1)C(=O)OCc1ccccc1 | 1549 | 0.3 | -1 | -5 | 0 | -19 | 23 | . | -9 | -1 | 1.2
O=C(Nc1ccc2nsnc2c1)NC1CCCCC1 | 1665 | 1.7 | -2 | -1 | -3 | 14 | 7 | -0.89 | . | 1 | 0.9
O=C(COc1ccc([N+](=O)[O-])cc1)Nn1cnnc1 | 1533 | -0.7 | 3 | -2 | -14 | 5 | -5 | -0.65 | -7 | -5 | 0.9
Cc1cc([N+](=O)[O-])nn1CC(=O)Nc1cnc2ccccc2c1 | 1519 | 0.4 | 1 | 6 | -4 | 20 | -6 | -0.025 | -4 | 12 | 0.8
O=C(CN1C(=O)NC2(CCCCCC2)C1=O)N1CCC(Cc2ccccc2)CC1 | 1509 | 2.4 | 8 | 0 | 9 | 13 | 29 | -1.6 | -2 | 3 | 0.9
Cc1ccc(-c2csc(N3CCC(NS(=O)(=O)c4ccc5c(c4)OCCO5)CC3)n2)cc1 | 1696 | 0.3 | 4 | 9 | 3 | -6 | 6 | -0.13 | 8 | 5 | 1.1
c1cncc(C(c2nnnn2C2CCCCC2)N2CCN3CCCC3C2)c1 (stereo not drawn) | 1475 | 2.1 | 8 | 3 | 9 | 2 | -7 | -0.02 | . | 20 | 1
CC(C)(C)n1ncc2c(=O)n(CC(=O)N3CCCc4ccccc43)cnc21 | 1598 | 0.5 | 0 | -6 | 6 | 10 | -7 | . | -29 | -2 | 0.9
O=C(c1ccc2c(c1)OCO2)C1CCCN(Cc2cn[nH]c2-c2cccc(F)c2)C1 (stereo not drawn) | 1809 | 0.0 | 2 | -1 | 14 | -29 | 20 | -1.4 | 11 | 3 | 1.3
CCOC(=O)c1cc(C#N)c(Oc2ccccc2OC)nc1-c1ccccc1 | 1524 | 1.8 | -3 | 3 | -5 | 6 | 6 | . | . | -3 | 0.9
Cc1cccc(N(C(=O)CNC(=O)c2ccco2)C(C(=O)NC2CCCC2)c2cccnc2)c1 (stereo not drawn) | 1637 | 2.9 | 2 | 2 | 6 | 1 | -7 | . | 10 | 3 | 1
O=C(c1cc(COc2ccc(F)cc2F)on1)N1CCCC(c2ccccc2)C1 (stereo not drawn) | 1636 | -0.2 | 3 | -1 | 14 | 17 | -4 | -0.71 | -1 | -2 | 0.8
Cc1ccc(NC(=O)COC(=O)/C=C/c2cccs2)cc1 | 1558 | -0.2 | 4 | -1 | -1 | . | -3 | -0.48 | -6 | 0 | 0.5
O=C(NCCc1ccc(Cl)cc1)C1CCN(S(=O)(=O)c2cccc3nonc23)CC1 | 1592 | 0.1 | 2 | 0 | -5 | 19 | 11 | -0.69 | . | 1 | 0.8
CCc1ccc2[nH]c(=O)c(CN(Cc3ccco3)S(=O)(=O)c3ccc4c(c3)OCCO4)cc2c1 | 1641 | 4.2 | 5 | 5 | -4 | -4 | -4 | . | -20 | 6 | 1
